Growth percent in the NCI-60 one-dose screen (48 h, 10 µM unless noted): 100 = growth as untreated, 0 = no growth, -100 = all killed.
HL-60(TB): HL-60(TB) leukemia cells; actives 9% (n = 78,000); active means growth percent below 10
Starred values were filed as active, the others as inactive. The list is partial. The share of hits here may be higher or lower than overall.

SMILES	HL-60(TB)
Cn1c(=O)c2c(nc3n(-c4ccc(Cl)cc4Cl)c(Sc4nc(-c5ccccc5)c(C#N)c(=O)[nH]4)cn23)n(C)c1=O	77
CCCc1nc(-c2cc(OC)c(OC)c(OC)c2)no1	94
CN1CCC2(CC1)C(C#N)C(=O)NC(=O)C2C#N (stereo not drawn)	107
COc1ccc(OC)c(NC(=O)CSC(N)=O)c1	91
N#C/C(=C/c1ccco1)c1nnc(NC(=O)c2ccc(-n3c(=O)[nH]c4ccccc4c3=O)cc2)s1	101
Cc1ccc(C(=O)Nc2ccc(CN3CCN(C)CC3)c(C(F)(F)F)c2)cc1C#Cc1cnc(N)c2ccccc12	-38*
CSc1oc(-c2ccc(C)cc2)nc1S(=O)(=O)c1ccccc1	101
NNC(=O)CNc1ccc2ccccc2c1	85
CS(=O)(=O)c1cccc(-c2c(-c3cccc(OCCc4ccc(F)cc4)c3)nc3sccn23)c1	95
O=C1C(SCCO)=C(SCCO)C(=O)N1c1ccc(-c2ccccc2)cc1	-44*
O=S1(=O)CC(c2ccccc2)=NN=C(c2ccccc2)C1	86
COc1ccccc1-c1ccc2nc(Nc3cc(N4CCN(CCO)CC4)nc(C)n3)sc2c1	73
COc1ccc(-c2cn(-c3ccc(Cl)cc3)c(SCC(=O)c3ccc(Br)cc3)n2)cc1	103
Cn1cc(-c2csc(-c3c[nH]c4ncccc34)n2)c2ccccc21	91
CC1(C)C(=O)/C(=C\c2ccc(C(F)(F)F)cc2)C[C@]2(C)[C@H]3CC[C@@H]4[C@H]5[C@H](C(=O)/C=C/c6ccc(C(F)(F)F)cc6)CC[C@]5(CO)CC[C@@]4(C)[C@]3(C)CC[C@@H]12	92
c1ccc(CN2CCc3c(sc4ncnc(N5CCOCC5)c34)C2)cc1	115
CCN(CC)S(=O)(=O)c1ccc(NC(=O)C(Cl)Cl)cc1	99
CCOC(=O)C(CCc1ccncc1)C(=O)CC(C)C (stereo not drawn)	98
O=C(O)/C=C/c1cn(-c2ccccc2)nc1-c1ccccc1	86
O=C1c2[nH]cc(CN[C@@H]3CCCN3)c2C(=O)c2c1c(O)c1ccccc1c2O	-73*
O=C(/C=C/c1ccccc1)c1ccc(NC(=O)c2cc3cc4ccccc4nc3s2)cc1	81
CCCCCCCCCCCCSSC(=S)OC(C)C	79
CCOC(=O)C1=C(C)n2nc(CC#N)c(C#N)c2NC1c1cc(Br)ccc1O (stereo not drawn)	92
Cc1cc(N=Nc2ccc(N=Nc3ccc(N=Nc4ccc(O)c(C(=O)O)c4)cc3)c(S(=O)(=O)O)c2C)c(N)cc1N	99
COc1cc(OC)c(C(=O)O)c(OC)c1OC	91
SMILES	HL-60(TB)
CCC(Br)(CC)C(N)=O	96
COc1cc(C2C=C(c3ccc(Cl)cc3)N=C3SC=CN32)cc(OC)c1OC (stereo not drawn)	107
CCN(CC)Cc1cc(C=C2C(=O)NC(=S)NC2=O)cc(OC)c1O	106
c1ccc(Cc2nn3cc(-c4ccccc4)nc3s2)cc1	68
CCOC(=O)C1CC(c2ccccc2)=NN1c1ccccc1 (stereo not drawn)	87
COc1ccc(-c2nc3ccc(-c4nnc(SCC(=O)Nc5cc(OC)c(OC)c(OC)c5)o4)cc3[nH]2)cc1OC	96
CCCCNc1nc(-c2ccc(Cl)cc2)n2ncc(C#N)c2n1	90
COc1ccc(C2CC(c3ccccc3)=NN2c2nc(-c3cccs3)c(C#N)c(=O)[nH]2)cc1 (stereo not drawn)	71
COc1ccc(Nc2n[nH]c(-c3ccc(Cl)cc3)c2C#N)cc1	93
c1ccc([P+](CCC[P+](c2ccccc2)(c2ccccc2)c2ccccc2)(c2ccccc2)c2ccccc2)cc1	30
O=C1N=C(N2CCOCC2)S/C1=C/c1ccco1	123
CCCCC/C(=C\c1ccccc1)C1OC(C)C(C)O1 (stereo not drawn)	115
NC(=S)N/N=C(/c1cccs1)C1CC1	80
Nc1nc(SCc2ccc(Cl)cc2Cl)c2ncn(C3OC(CO)C(O)C3O)c2n1 (stereo not drawn)	81
CCOC(=O)c1cc(/C(=N/O)c2cc(OC)c(OC)c(OC)c2Br)n2cc(C)cc(C)c12	64
c1ccc2c(c1)CCc1c-2n[nH]c1-c1[nH]nc2c1CCc1ccccc1-2	108
O=C(O)/C=C\C(=O)Nc1ccc2c(c1)Cc1cc(F)ccc1-2	100
C[C@H]1C(=O)N2c3ccccc3[C@@]3(O)C[C@@H](n4cnc5ccccc5c4=O)C(=O)N1[C@@H]23	65
N#CC1(c2ccccc2)C(c2ccccc2)CC(=O)CC1c1ccccc1 (stereo not drawn)	67
COc1ccc(NS(=O)(=O)c2ccc(NC3=C(Cl)C(=O)c4ncccc4C3=O)cc2)nn1	91
COc1ccc(C(O)CCN(Cc2ccccc2)Cc2cc(OC)c(OC)c(OC)c2)cc1 (stereo not drawn)	107
O=C1OCC(Cl)=C1Cl	96
Cc1cc(F)ccc1S(=O)(=O)Nc1cc(-c2c(O)ccc3ccccc23)c(O)c2ccccc12	-11*
Cc1nc2ccccc2n1CC1C(=O)NC(=O)NC1=O	102
Nc1c(Cl)ncnc1NCCO	104

A different layout for two compounds above.
SMILES | HL-60(TB)
CCOC(=O)C1CC(c2ccccc2)=NN1c1ccccc1 (stereo not drawn) | 87
COc1ccc(-c2nc3ccc(-c4nnc(SCC(=O)Nc5cc(OC)c(OC)c(OC)c5)o4)cc3[nH]2)cc1OC | 96

(next part)
SMILES	HL-60(TB)
Nc1ccc(/C=C/c2ccc3ncccc3c2)cc1	23
COc1ccc(-n2c(N)c(-c3nc4ccccc4[nH]3)cc(C#N)c2=O)cc1	99
O=C1OC2CCCC2C12C(=O)O[C@@H]1CCC[C@@H]12 (mixture of isomers)	100
CCCCCCCCCCCCCCCCCCNC(=O)[C@H]1CSC(c2ccc(OC)cc2O)N1 (stereo partly drawn)	34
CC(S(=O)(=O)c1ccccc1)S(=O)(=O)c1ccccc1	85
CCOC(=O)c1c(N)sc(C(C)=O)c1C	73
COc1ccc(S(=O)O)cc1NC(C)=O	102
Cc1nn(-c2ccc([N+](=O)[O-])cc2)c2ncnc(Nc3ccccc3)c12	91
Cc1cc(NS(=O)(=O)c2ccccc2)c(OS(=O)(=O)c2ccccc2)cc1C	105
COc1ccc(/C=N\N=C(\C)c2nnn(-c3ccc(Cl)cc3)c2C)cc1OC	107
O=[N+]([O-])c1ccc(NS(=O)(=O)c2ccc(Br)cc2)cc1	91
CCN(CC)CCOc1ccc2c(c1)O/C(=C\c1cccc(OC)c1)C2=O	108
Cc1ccc(Oc2nc3sc4c(C)ccc(C)c4n3c(=O)c2C#N)cc1	95
CCN(CC)CC#CCOC(=O)[C@]1(C)CCC[C@]2(C)[C@H]3C[C@H]4C(C(C)C)=C[C@]3(CC[C@H]21)[C@@H]1C(=O)OC(=O)[C@@H]14	84
CCCCn1c(=O)c(/C=C/C(=O)/C=C2/CC(c3cc4cc(C)ccc4n(CCCC)c3=O)Nc3ccccc3N2)cc2cc(C)ccc21 (stereo not drawn)	98
CCNC(=O)Nc1ccc(OC2CCNCC2)c(NC(=O)c2[nH]c(C)c(Cl)c2Cl)c1	104
CCn1cc(C2=C(c3cccc4ccccc34)C(=O)N(O)C2=O)c2cc(Br)ccc21	108
CC1CCCCN1CCOc1ccccc1Cc1ccccc1 (stereo not drawn)	95
C[C@@H]1CN(c2cccnc2F)C(=O)c2cc(COc3ccc(Cl)cn3)nn21	99
C/C(=N/NC(=S)NC1CCCCC1)c1sc(Nc2ccc(F)cc2)nc1C	109
O=C(Nc1ccc(Cl)cc1)OCC12COCN1COC2	97
CCOC(=O)C(CCc1ccccc1[N+](=O)[O-])(CCc1ccccc1[N+](=O)[O-])C(=O)OCC	61
COc1ccc2c(c1)[nH]c(=O)c1c3cc(C)c(C)cc3cn21	-15*
O=[N+]([O-])c1cnn(S(=O)(=O)c2ccccc2)c1	103
CC(C)CCOC(=O)C(O)c1ccccc1 (stereo not drawn)	112

Entries listed so far containing two or more sulfur atoms:
SMILES	HL-60(TB)
CSc1oc(-c2ccc(C)cc2)nc1S(=O)(=O)c1ccccc1	101
CS(=O)(=O)c1cccc(-c2c(-c3cccc(OCCc4ccc(F)cc4)c3)nc3sccn23)c1	95
O=C1C(SCCO)=C(SCCO)C(=O)N1c1ccc(-c2ccccc2)cc1	-44*
CCCCCCCCCCCCSSC(=S)OC(C)C	79
NC(=S)N/N=C(/c1cccs1)C1CC1	80
CC(S(=O)(=O)c1ccccc1)S(=O)(=O)c1ccccc1	85
Cc1cc(NS(=O)(=O)c2ccccc2)c(OS(=O)(=O)c2ccccc2)cc1C	105
C/C(=N/NC(=S)NC1CCCCC1)c1sc(Nc2ccc(F)cc2)nc1C	109

Additional compounds
SMILES	HL-60(TB)
S=c1[nH]c2ccccc2o1	101
O=C(CSc1ccc(Cl)cc1)NC(O)C(Cl)(Cl)Cl (stereo not drawn)	128
O=S(=O)(NCCCNc1nccc(-c2c(-c3ccc(F)c(O)c3)nc3occn23)n1)c1ccccc1	84
O=C(C[n+]1ccnc2ccccc21)c1ccc(Cl)cc1	101
COc1cccc(-c2nc3occn3c2-c2ccnc(NCCCNS(=O)(=O)c3ccc(Br)cc3)n2)c1	94
Oc1ccccc1-c1nnco1	96
O=C(/C=C/CN1CCOCC1)Nc1cc2c(Nc3ccc(F)c(Cl)c3F)ncnc2cc1OCCOC(F)F	77
O=S(=O)(NCCNc1nccc(-n2cnc3ccccc32)n1)c1ccccc1	113
CCCN1C=C/C(=C\C(=O)n2ccc3ccccc32)c2ccccc21	87
O=C(Nc1ccc(NC(=O)c2cc(S(=O)(=O)Nc3ccccc3Cl)c(O)c(O)c2O)cc1)c1cc(S(=O)(=O)Nc2ccccc2Cl)c(O)c(O)c1O	100
O=C(O)C(Cc1ccccc1)N1C(=O)/C(=C/c2ccncc2)SC1=S (stereo not drawn)	102
CCNC1(c2ccc3c(c2)OCO3)CCCCC1	105
COc1ccc(C2C(C#N)=C(N)Oc3n[nH]c(-c4cccs4)c32)cc1I (stereo not drawn)	54
O=c1nc(N[C@@H]2C[C@H](CO)[C@@H](O)[C@H]2O)[nH]c(=O)[nH]1	99
O/N=C\c1cccc2ccccc12	118
CN(Cc1ccccc1)c1nc(Cl)c(C2CC(c3ccccc3)=Cc3[nH][nH]c(=O)c32)s1 (stereo not drawn)	105
COc1ccc(/C=N/N=C(/c2ccccc2)c2ccc3nc(-c4ccc(Cl)cc4)[nH]c3c2)cc1	67
Cc1cc2nc3ccccc3n2c2cc(O)ccc12	98
O=C(Cn1c(/C=C/c2cccc(Br)c2)nc2ccccc2c1=O)Nc1ccc(Cl)cc1	103
N/N=C(\c1ccccc1)c1ccc([N+](=O)[O-])cc1	88
Cn1c(=O)c2c(nc(Br)n2CC(=O)Nc2cccc3ccccc23)n(C)c1=O	102
CNC(=O)c1cc(Cn2nc(C)c(NC(=O)c3ccc(COc4ccc(C(F)(F)F)cc4C)cc3)c2C)ccn1	50
O=C1C=C(S(=O)(=O)O)c2ccccc2C1=O	103
COc1ccc(C2=NN(c3cc(Cl)cc(Cl)c3)C(c3sc(Cl)nc3Cl)C2)cc1 (stereo not drawn)	101
O=c1[nH]cnc(O)c1Nc1cccc(Cl)c1	90

Quoted at random: four compounds from above
SMILES	HL-60(TB)
CSc1oc(-c2ccc(C)cc2)nc1S(=O)(=O)c1ccccc1	101
Cn1c(=O)c2c(nc(Br)n2CC(=O)Nc2cccc3ccccc23)n(C)c1=O	102
Oc1ccccc1-c1nnco1	96
O=C(Nc1ccc(NC(=O)c2cc(S(=O)(=O)Nc3ccccc3Cl)c(O)c(O)c2O)cc1)c1cc(S(=O)(=O)Nc2ccccc2Cl)c(O)c(O)c1O	100

Entries shown so far with a furan ring, fused or not (2):
SMILES	HL-60(TB)
N#C/C(=C/c1ccco1)c1nnc(NC(=O)c2ccc(-n3c(=O)[nH]c4ccccc4c3=O)cc2)s1	101
O=C1N=C(N2CCOCC2)S/C1=C/c1ccco1	123

Other structures.
SMILES	HL-60(TB)
Cc1cc2nnc3c4cccnc4c(C#N)n3c2cc1C	116
CCNCCNc1cc(-c2ccc(C#N)cc2)c(C#N)c2nc3ccccc3n12	-45*
O=c1c2c(=NCCN3CCCC3)cc3c(=O)n(CCCN4CCOCC4)c(=O)c4ccc(c(O)n1CCCN1CCOCC1)c2c4-3	-35*
Nc1nc2c(sc3ncn([C@@H]4O[C@H](CO)[C@@H](O)C4(F)F)c32)c(=O)[nH]1	92
COc1cc(/C=C/C(=O)c2cnn(-c3cc(=O)[nH]c4ccc(C)cc34)c2C)cc(OC)c1OC	-28*
Brc1ccc(Nc2csc(Nc3cnccn3)n2)cc1	100
C=CC(=O)Nc1cccc(Cl)c1	94
Oc1c(Br)cc(Br)cc1Br.[Cu+2]	88
CN(C)c1cc(NC(=O)CNC(C)(C)C)c(O)c2c1C[C@H]1C[C@H]3[C@H](N(C)C)C(=O)C(C(N)=O)=C(O)[C@@]3(O)C(=O)C1=C2O	72
Cn1c(I)c(C#CCO[Si](C)(C)C(C)(C)C)c(=O)[nH]c1=O	-41*
CNC(=O)NC(N)=O	32
CCN(CC)Cc1ccc(-c2nn3c(=O)c(Cl)c(C)nc3s2)cc1	108
O=[N+]([O-])c1cccc(-c2nnc(CSc3nnc(-c4ccccc4)o3)o2)c1	99
CS(=O)(=O)Nc1cc(-c2ccc3ncc(C#N)c(Nc4cccc(Cl)c4F)c3c2)cnc1Cl	0.1*
O=c1[nH][nH]cc1Sc1ncn[nH]1	85
CC(=O)OC[Si](C)(C)c1ccccc1	100
COc1ccc(S(=O)(=O)N2C(=O)N(S(=O)(=O)c3ccc(OC)cc3)[C@H](OC)[C@H]2OC)cc1	105
COc1ccc(-c2nc(SCc3nnc(-c4ccc(Cl)cc4)o3)[nH]c(=O)c2C#N)cc1	107
Cc1ccc(O)c(N2C(=NCc3ccco3)NS(=O)(=O)c3cnccc32)c1	114
CCOC(OCC)c1cnc2nc(NC(C)=O)[nH]c(=O)c2n1	123
CC1(C)CC2(C)OCCN2C(=S)N1 (stereo not drawn)	101
O=c1[nH]c2ccccc2cc1CSc1nccc(-c2ccc(-c3ccccc3)cc2)n1	80
Cn1ccnc1C(=O)/C=C/c1ccc(C(=O)Nc2ccc(Cl)cc2)cc1	-17*
CNS(=O)(=O)Oc1ccc(-c2sc3cc(OS(=O)(=O)NC)ccc3c2C(=O)c2ccc(OCCN3CCCCC3)cc2)cc1	95
O=[N+]([O-])C1CCCCC1	98
COc1ccc2c(c1)c1cc3ncccc3nc1n2C	97
